Glyco luc inh = blocks N-linked glycosylation in D54 reporter cells; hit rate 0.23% among 360,000; D54 ERlucT glycosylation luciferase reporter, 24 h; percent of 100 nM tunicamycin response; reporter increase, % at 12.5 µM;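 active = mean luciferase reporter signal, scaled so untreated is 0 and the glycosylation-blocking control 100, at or above a set limit in every replicate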;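 note: luciferase carries N-glycosylation sites so blocking glycosylation raises the light; 0% = median of neutral control wells and 100% = median of 100 nM tunicamycin wells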
H9c2 protect = modulators protecting cardiomyocytes from myocardial damage; H9c2 cardiomyocytes, H2O2 injury protection, ATPLite, 2 h; protection from H2O2 cell death, % at 20 µM; hit rate 0.63% among 360,000; AID 588492;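 active = compounds giving at least 50% protection of heart cells from peroxide-induced death in the single-dose screen, raw or plate-pattern-corrected value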;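 note: 0% = DMSO wells with peroxide and 100% = DMSO wells without peroxide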
hiPSC survival = hiPSC single-cell survival enhancement | hit rate 0.044% among 360,000 | ATPlite luminescence; 100% = ROCK inhibitor wells, 0% = DMSO | survival enhancement, % at 20 µM; in the data active = survival enhancement above about 18%;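 note: cells exposed to compounds for 16 hours before the ATP read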
ABHD5-PLIN5 inh = blocks binding of human ABHD5 to perilipin-5; Q00G26+Q8WTS1; Split G. princeps luciferase complementation, luminescence, 4 h; inhibition, % at 4 µM; hit rate 0.78% among 360,000; AID 602281;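 active = inhibition above the mean inhibition across every tested compound plus 3 SD, cut at about 22% in these data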;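 note: 0% = DMSO only wells and the 100% control is not disclosed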
Target sequence (Q00G26 whole entry, looked up): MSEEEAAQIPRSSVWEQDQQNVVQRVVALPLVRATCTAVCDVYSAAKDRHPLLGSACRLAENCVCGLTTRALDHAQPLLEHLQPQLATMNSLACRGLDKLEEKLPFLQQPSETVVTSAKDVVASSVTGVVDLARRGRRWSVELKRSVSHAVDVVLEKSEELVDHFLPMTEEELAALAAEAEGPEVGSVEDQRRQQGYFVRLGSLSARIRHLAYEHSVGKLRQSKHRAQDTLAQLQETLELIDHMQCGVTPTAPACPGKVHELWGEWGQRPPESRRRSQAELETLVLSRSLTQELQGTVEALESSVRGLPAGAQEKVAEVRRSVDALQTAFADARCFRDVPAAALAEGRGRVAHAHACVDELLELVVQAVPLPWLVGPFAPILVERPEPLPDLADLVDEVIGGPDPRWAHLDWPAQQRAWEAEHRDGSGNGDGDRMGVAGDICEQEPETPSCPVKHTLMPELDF
Target sequence (Q8WTS1 whole entry, looked up): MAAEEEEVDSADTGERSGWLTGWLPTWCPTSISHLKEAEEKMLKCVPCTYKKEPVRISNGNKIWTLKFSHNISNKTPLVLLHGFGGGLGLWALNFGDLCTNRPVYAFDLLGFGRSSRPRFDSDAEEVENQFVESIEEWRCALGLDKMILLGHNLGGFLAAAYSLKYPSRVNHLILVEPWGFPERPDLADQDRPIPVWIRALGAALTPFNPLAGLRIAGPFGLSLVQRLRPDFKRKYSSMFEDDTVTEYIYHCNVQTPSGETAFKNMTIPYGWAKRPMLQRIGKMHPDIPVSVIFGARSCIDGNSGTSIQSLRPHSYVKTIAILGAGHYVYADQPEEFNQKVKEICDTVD
aDG glyco up = increases alpha dystroglycan glycosylation; Pro5-aDG cells, alpha-DG glycosylation AlphaScreen (IIH6); 0% Pro5, 100% B10-LARGE cell signal; activation, % at 10 µM; hit rate 0.22% among 360,000;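 active = activation of at least 8% versus controls, or a plate z-score of at least 8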;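 note: Pro5 are CHO cells carrying HIG-tagged alpha-DG that lacks glycosylation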
MC4R barr agon = agonists of human melanocortin 4 receptor (MC4R) beta-arrestin | hit rate 0.98% among 360,000 | AID 540308 | U2OS MC4R beta-arrestin complementation, luminescence; percent of melanotan II response, DMSO zero | P32245 | activation, % at 8.9 µM;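 active = activation above a per-plate cutoff, the mean activation of sample wells on that plate plus 3 SD, cut at about 8% in these data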
MC4R antag cAMP = human MC4R antagonism in cAMP assay; MC4R-expressing cells, MTII-stimulated cAMP, LANCE TR-FRET; hit rate 0.48% among 360,000; P32245; inhibition, % at 6.5 µM;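 active = inhibition above its plate's cutoff, the mean of tested wells on that plate plus 3 SD, cut at about 29% in these data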;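 note: 0% = Melanotan II alone and 100% = Melanotan II plus saturating MCL0020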
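System: U2OS cells stably expressing human melanocortin 4 receptor (MC4R). Reagent: Melanotan II challenge after compound preincubation. Doses: 6.5 µM. Times: 30-min compound, 1-h challenge, 1-h detection, room temperature. Measured by: TR-FRET with Eu-cAMP and labeled anti-cAMP, 671 nm. Replicates: singlicate.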
HTR2A ag = activates the mouse 5-HT2A serotonin receptor; P35363; CHO-K1 mHTR2A beta-arrestin complementation, luminescence; percent of 30 µM serotonin response; activation, % at 7.6 µM; hit rate 0.66% among 360,000;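 active = activation above a run cutoff, the mean activation of all tested compounds plus 3 SD, cut at about 14% in these data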;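 note: 0% = plate median of compound wells and 100% = 30 µM serotonin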
ABCB6 inh 2 = human ABCB6 transporter inhibition. K562-ABCB6 porphyrin accumulation, flow cytometry, 1 h; stronger effect = lower value. hit rate 0.19% among 360,000. fluorescence ratio to DMSO, % at 10 µM. AID 602162;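 active = fluorescence ratio to DMSO below 75%, the collection mean minus 3 SD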;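 note: signal is porphyrin accumulated inside mitochondria; 100% equals median channel fluorescence of DMSO control wells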
Granule exo inh = blocks lytic granule exocytosis | inhibition, % at 10 µM | hit rate 0.66% among 360,000 | TALL-104 LAMP-1 surface exposure, flow cytometry; cells stimulated with thapsigargin and PMA;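 active = inhibition above about 55%, limit read from the data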
* = called active by the depositor. Rows are unselected; about 4.5% have a hit in one of these screens.

A first look (two entries):
Results for O=C1Nc2ccc(S(=O)(=O)N3CCCC3)c3ccc(S(=O)(=O)N4CCCC4)c1c23 ?
Glyco luc inh: 2; H9c2 protect: 12; hiPSC survival: 5.4; ABHD5-PLIN5 inh: -6; aDG glyco up: -0.1; MC4R barr agon: 3.3; MC4R antag cAMP: 7; HTR2A ag: 3; ABCB6 inh 2: 97; Granule exo inh: 1

Results for COc1ccc([C@H]2CC(=O)C=C(c3cc4ccccc4c4ccccc34)C2)cc1 ?
Glyco luc inh: 2; H9c2 protect: -3; hiPSC survival: 3.1; ABHD5-PLIN5 inh: -6; aDG glyco up: 0.0; MC4R barr agon: -1.7; MC4R antag cAMP: 7; HTR2A ag: 7; ABCB6 inh 2: 95; Granule exo inh: -1

The list itself, from the start:
Results for O=C1Nc2ccc(S(=O)(=O)N3CCCC3)c3ccc(S(=O)(=O)N4CCCC4)c1c23 ?
Glyco luc inh: 2; H9c2 protect: 12; hiPSC survival: 5.4; ABHD5-PLIN5 inh: -6; aDG glyco up: -0.1; MC4R barr agon: 3.3; MC4R antag cAMP: 7; HTR2A ag: 3; ABCB6 inh 2: 97; Granule exo inh: 1

Results for COc1ccc([C@H]2CC(=O)C=C(c3cc4ccccc4c4ccccc34)C2)cc1 ?
Glyco luc inh: 2; H9c2 protect: -3; hiPSC survival: 3.1; ABHD5-PLIN5 inh: -6; aDG glyco up: 0.0; MC4R barr agon: -1.7; MC4R antag cAMP: 7; HTR2A ag: 7; ABCB6 inh 2: 95; Granule exo inh: -1

How did CCC(C)(C)NC(=O)c1ccc(S(=O)(=O)N(C)c2ccccc2OC)cc1 do in these assays?
Glyco luc inh: 2; H9c2 protect: 12; hiPSC survival: -2.2; ABHD5-PLIN5 inh: -4; aDG glyco up: -0.1; MC4R barr agon: -0.5; MC4R antag cAMP: -4; HTR2A ag: -6; ABCB6 inh 2: 103; Granule exo inh: -1

What do the screens show for `CC(=O)N1CCC(N(CCN2CCOCC2)C(=S)Nc2c(C)cccc2C)CC1`?
Glyco luc inh: 1; H9c2 protect: 2; hiPSC survival: -1.7; ABHD5-PLIN5 inh: -1; aDG glyco up: -0.3; MC4R barr agon: -1.3; MC4R antag cAMP: -3; HTR2A ag: 1; ABCB6 inh 2: 101; Granule exo inh: 2

Results for O=C(Nc1ccc(C(=O)N2CCCC2)cc1)C1CCC1 ?
Glyco luc inh: 2; H9c2 protect: 2; hiPSC survival: 2.5; ABHD5-PLIN5 inh: 3; aDG glyco up: 0.0; MC4R barr agon: -1.8; MC4R antag cAMP: 0; HTR2A ag: 7; ABCB6 inh 2: 99; Granule exo inh: 9

How did O=C(/C=C/c1ccccc1)CC(=O)c1ccccc1O do in these assays?
Glyco luc inh: 7; H9c2 protect: 4; hiPSC survival: 0.7; ABHD5-PLIN5 inh: 7; aDG glyco up: -0.4; MC4R barr agon: -2.5; MC4R antag cAMP: 1; HTR2A ag: -6; ABCB6 inh 2: 104; Granule exo inh: -3

What do the screens show for `O=C(NC1CCCCCC1)c1ccc(S(=O)(=O)NCc2ccco2)cc1`?
Glyco luc inh: 1; H9c2 protect: -1; hiPSC survival: 0.0; ABHD5-PLIN5 inh: -3; aDG glyco up: 0.1; MC4R barr agon: -0.7; MC4R antag cAMP: 3; HTR2A ag: 1; ABCB6 inh 2: 94; Granule exo inh: -3

How did CCC(=O)N(CCc1ccccc1C)Cc1cc2ccc(C)cc2[nH]c1=O do in these assays?
Glyco luc inh: 0; H9c2 protect: 1; hiPSC survival: 3.2; ABHD5-PLIN5 inh: 1; aDG glyco up: 0.0; MC4R barr agon: -0.5; MC4R antag cAMP: 1; HTR2A ag: -1; ABCB6 inh 2: 100; Granule exo inh: 5

Results for COc1ccc(NC(=O)CSc2nncn2N)c(OC)c1 ?
Glyco luc inh: 0; H9c2 protect: 8; hiPSC survival: 0.7; ABHD5-PLIN5 inh: -4; aDG glyco up: 0.0; MC4R barr agon: 0.7; MC4R antag cAMP: 9; HTR2A ag: -1; ABCB6 inh 2: 94; Granule exo inh: 3

What do the screens show for `c1ccc(N2CCN(c3nccn4ccnc34)CC2)nc1`?
Glyco luc inh: -1; H9c2 protect: 23; hiPSC survival: 6.3; ABHD5-PLIN5 inh: 0; aDG glyco up: 0.0; MC4R barr agon: 1.4; MC4R antag cAMP: -6; HTR2A ag: 0; ABCB6 inh 2: 96; Granule exo inh: 12

What do the screens show for `CCC(C)/C(C)=N/Nc1ccc(S(N)(=O)=O)cc1[N+](=O)[O-]` (stereo not drawn)?
Glyco luc inh: -3; H9c2 protect: -8; hiPSC survival: 1.2; ABHD5-PLIN5 inh: 2; aDG glyco up: 0.1; MC4R barr agon: -1.9; MC4R antag cAMP: 11; HTR2A ag: 0; ABCB6 inh 2: 97; Granule exo inh: -9

How did CCN=C1SC(C(=O)NCCc2ccccc2)CC(=O)N1CC (stereo not drawn) do in these assays?
Glyco luc inh: -1; H9c2 protect: 12; hiPSC survival: -0.8; ABHD5-PLIN5 inh: 8; aDG glyco up: 0.0; MC4R barr agon: -0.6; MC4R antag cAMP: -3; HTR2A ag: 0; ABCB6 inh 2: 90; Granule exo inh: 1

How did COc1cc(OC)cc(C(=O)Nc2nnc(-c3cccnc3)o2)c1 do in these assays?
Glyco luc inh: 2; H9c2 protect: 0; hiPSC survival: -0.8; ABHD5-PLIN5 inh: 1; aDG glyco up: 0.2; MC4R barr agon: -1.3; MC4R antag cAMP: 7; HTR2A ag: -1; ABCB6 inh 2: 92; Granule exo inh: 0

How did COc1cc(/C=C2\SC(=O)N(CC(=O)Nc3cccc(C)c3)C2=O)ccc1OC(C)C(=O)O (stereo not drawn) do in these assays?
Glyco luc inh: 0; H9c2 protect: 3; hiPSC survival: -0.7; ABHD5-PLIN5 inh: -9; aDG glyco up: 0.0; MC4R barr agon: -3.1; MC4R antag cAMP: 18; HTR2A ag: 2; ABCB6 inh 2: 96; Granule exo inh: 6

How did CCOc1ccc(C(=O)NCC(=O)NCCSc2ccc(Br)cc2)cc1OCC do in these assays?
Glyco luc inh: 0; H9c2 protect: -3; hiPSC survival: -0.4; ABHD5-PLIN5 inh: -4; aDG glyco up: -0.1; MC4R barr agon: -1.8; MC4R antag cAMP: 0; HTR2A ag: -2; ABCB6 inh 2: 91; Granule exo inh: -2

How did CCSC1=NCCN1S(=O)(=O)c1ccc(NC(C)=O)cc1 do in these assays?
Glyco luc inh: 1; H9c2 protect: -3; hiPSC survival: -1.6; ABHD5-PLIN5 inh: -5; aDG glyco up: 0.1; MC4R barr agon: -1.2; MC4R antag cAMP: 1; HTR2A ag: -4; ABCB6 inh 2: 94; Granule exo inh: 0

Results for COc1cc(NC(=O)CN2C(=O)NC(C)(CC(C)C)C2=O)cc(OC)c1 (stereo not drawn) ?
Glyco luc inh: -1; H9c2 protect: -3; hiPSC survival: -1.3; ABHD5-PLIN5 inh: 4; aDG glyco up: 0.0; MC4R barr agon: 0.3; MC4R antag cAMP: 1; HTR2A ag: 2; ABCB6 inh 2: 97; Granule exo inh: 0

Results for CC(=O)N(c1ccccc1)C(C)c1nc(C#N)c(C#N)nc1C (stereo not drawn) ?
Glyco luc inh: -1; H9c2 protect: 17; hiPSC survival: -1.4; ABHD5-PLIN5 inh: 10; aDG glyco up: -0.1; MC4R barr agon: -1.2; MC4R antag cAMP: 14; HTR2A ag: 4; ABCB6 inh 2: 97; Granule exo inh: 5

How did O=C(NS(=O)(=O)Nc1ccccn1)c1c[nH]c2ccccc12 do in these assays?
Glyco luc inh: 2; H9c2 protect: 4; hiPSC survival: -0.2; ABHD5-PLIN5 inh: 2; aDG glyco up: -0.1; MC4R barr agon: -2.4; MC4R antag cAMP: 2; HTR2A ag: 0; ABCB6 inh 2: 96; Granule exo inh: -6

What do the screens show for `CN(C)c1ncccc1-c1nc2ccccc2s1`?
Glyco luc inh: 0; H9c2 protect: 4; hiPSC survival: -1.8; ABHD5-PLIN5 inh: -2; aDG glyco up: -0.3; MC4R barr agon: -2.8; MC4R antag cAMP: 1; HTR2A ag: -4; ABCB6 inh 2: 111; Granule exo inh: -2

What do the screens show for `CCCC(NS(=O)(=O)c1ccc(C)cc1)C(=O)O` (stereo not drawn)?
H9c2 protect: 0; hiPSC survival: -0.9; ABHD5-PLIN5 inh: 0; aDG glyco up: -0.2; MC4R barr agon: -0.6; MC4R antag cAMP: 0; HTR2A ag: 4; ABCB6 inh 2: 88; Granule exo inh: -2

How did COc1ccc(-c2csc3nc(C)nc(N4CCN(c5ccc(C(C)=O)cc5)CC4)c23)cc1OC do in these assays?
Glyco luc inh: -4; H9c2 protect: 12; hiPSC survival: -0.4; ABHD5-PLIN5 inh: 0; aDG glyco up: 0.3; MC4R barr agon: -1.7; MC4R antag cAMP: 6; HTR2A ag: -1; ABCB6 inh 2: 96; Granule exo inh: 1

How did O=C(Nc1ccc(N2CCOCC2)c(Cl)c1)C1CCCCC1 do in these assays?
Glyco luc inh: 4; H9c2 protect: 0; hiPSC survival: 1.1; ABHD5-PLIN5 inh: -2; aDG glyco up: 0.5; MC4R barr agon: 1.7; MC4R antag cAMP: 6; HTR2A ag: -3; ABCB6 inh 2: 89; Granule exo inh: -1

How did COc1ccccc1NC(=O)COc1ccc(Br)cc1CNCCCN1CCOCC1 do in these assays?
Glyco luc inh: -2; H9c2 protect: 6; hiPSC survival: 0.6; ABHD5-PLIN5 inh: -8; aDG glyco up: 0.4; MC4R barr agon: -3.7; MC4R antag cAMP: -3; HTR2A ag: -8; ABCB6 inh 2: 102; Granule exo inh: 0

How did CCN(CC)C(=O)Cn1cc(C(=O)C(=O)NCC2COc3ccccc3O2)c2ccccc21 (stereo not drawn) do in these assays?
Glyco luc inh: 1; H9c2 protect: 1; hiPSC survival: -0.2; ABHD5-PLIN5 inh: -2; aDG glyco up: 0.1; MC4R barr agon: -1.1; MC4R antag cAMP: 16; HTR2A ag: 3; ABCB6 inh 2: 98; Granule exo inh: 1

What do the screens show for `O=C1c2cccc3cccc(c23)C(=O)N1CCCN(C(=O)c1cccs1)c1cccc(F)c1`?
Glyco luc inh: -2; H9c2 protect: 5; hiPSC survival: 0.3; ABHD5-PLIN5 inh: -1; aDG glyco up: 0.0; MC4R barr agon: -0.6; MC4R antag cAMP: 16; HTR2A ag: 1; ABCB6 inh 2: 98; Granule exo inh: 11

What do the screens show for `CCN(CC)S(=O)(=O)c1ccc(N(C)CCc2ccc(OC)c(OC)c2)nc1`?
Glyco luc inh: -1; H9c2 protect: -10; hiPSC survival: -0.7; ABHD5-PLIN5 inh: -3; aDG glyco up: -0.2; MC4R barr agon: 4.2; MC4R antag cAMP: 2; HTR2A ag: -2; ABCB6 inh 2: 88; Granule exo inh: -2

Source: PubChem BioAssay (several laboratories)
